Screening results from PubChem BioAssay.
Bcl-B displacement: displacers of TR3 peptide from Bcl-B, primary screen, selectivity assay for Bfl-1 inhibitor project, biochemical, fluorescence polarization; FP displacement of FITC-TR3 peptide from Bcl-B; higher % means a stronger effect; displacement, % at 20 µM; hits with a dose series show IC50 in µM; hit rate 0.11% among 96,000; AID 748;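 active = displacement above 50% at 20 µM plus a fluorescence interference ratio under 1.5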;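 also: plate controls were wells without compound for no effect and wells lacking Bcl-B protein for full effect; a part of the inactive calls stands beside numbers as strong as those of hits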
PLAP inhibitors HTS: PLAP enzyme inhibitors, biochemical, luminescence, HTS (AID 690). hit rate 0.08% among 96,000. inhibition, % at 20 µM, or IC50 in µM where a hit was titrated. purified PLAP, luminescent substrate; higher % means a stronger effect; in the data active = a potency from the dose series; inactive = the rest, 99 in 100 with inhibition below about 30%; also: strong numbers were not always called active
MRP reversal: MRP-mediated drug resistance reversal; differential viability (reversal), % at 10 µM; H69AR cells + 2 uM doxorubicin, CellTiter-Glo, 72 h; hit rate 0.04% among 85,000; AID 602;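 active = viability drop by adding the cancer drug above about 55%, with treated viability meeting a 40% cutoff, limit read from the data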;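 also: viability without doxorubicin minus viability with 2 µM doxorubicin for each compound; larger differential means the compound sensitizes cells more to doxorubicin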
IL1B NFkB inh: blocks IL-1B driven NFkB nuclear translocation in HUVEC cells; hit rate 0.43% among 94,000; inhibition, % at 2 µM; HUVEC IL-1B NFkB p65 nuclear translocation imaging; AID 796;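 active = inhibition above about 30% together with a positive call from visual inspection of the well image, limit read from the data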;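 also: nuclear over cytoplasmic p65 intensity ratio measured by imaging; 0% = IL-1B stimulated DMSO wells and 100% = unstimulated DMSO wells; values of inactives mirror those of a sister screen read the other way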
NFkB transloc pot: enhances IL-1B driven NFkB nuclear translocation; HUVEC IL-1B NFkB p65 nuclear translocation imaging; AID 819; hit rate 0.3% among 94,000; activation, % at 2 µM;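 active = activation above 40%, about the mean plus 3 SD, also judged a hit on visual image review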;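 also: percent activation is computed from the nuclear over cytoplasmic p65 intensity ratio; values of inactives mirror those of a sister screen read the other way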
MRP reversal cytotoxicity: second read-out of MRP reversal, no call of its own (marks repeat the call); viability, %; H69AR cells, CellTiter-Glo, 72 h; measured here: cytotoxicity without doxorubicin
MRP reversal with doxorubicin: also measured in MRP reversal; calls as there; viability, %; measured here: viability with 2 uM doxorubicin; active compounds read low
IL1B NFkB inh cell count 2 µM: recorded beside IL1B NFkB inh, whose call it bears; cell count; measured here: cells passing quality filter;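 raw number of nuclei counted in each imaged well without normalization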
NFkB transloc pot cell count 2 µM: recorded beside NFkB transloc pot, whose call it bears; cell count; measured here: cells passing quality filter
Numbers without * were called inactive; . = not tested or not shown.

SMILES | Bcl-B displacement | PLAP inhibitors HTS | MRP reversal | MRP reversal cytotoxicity | MRP reversal with doxorubicin | IL1B NFkB inh | IL1B NFkB inh cell count 2 µM | NFkB transloc pot | NFkB transloc pot cell count 2 µM
COc1ccc(N2CCN(C(=O)CN(Cc3ccccc3)S(C)(=O)=O)CC2)cc1 | -6% | -80% | 5 | 108 | 102 | 0 | 116 | 0 | 116
O=C(CN1CCOCC1)NCCC12CC3CC(CC(C3)C1)C2 | -10% | -51% | . | . | . | 8 | 208 | -8 | 208
O=C(NC1CCCCC1)N1CCN(CCc2ccccc2)CC1 | 2% | -5% | 2 | 92 | 90 | -19 | 91 | 19 | 91
N#CCCN1CCN(C(=S)c2ccc(-c3ccc(Cl)c(Cl)c3)o2)CC1 | 4% | -62% | -4 | 102 | 105 | 0 | 164 | 0 | 164
COc1ccc(C2C(C#N)=C(N)Oc3cc4c(cc32)OCO4)cc1 (stereo not drawn) | 5% | 4% | -22 | 41 | 63 | -21 | 114 | 21 | 114
Cn1c(/N=C/c2c[nH]c3ccccc23)nc2ccccc21 | -3% | 27% | -28 | 63 | 92 | -7 | 155 | 7 | 155
CN(C(=O)COC(=O)COc1ccccc1F)C1CCS(=O)(=O)C1 (stereo not drawn) | -7% | 2% | 1 | 98 | 98 | -8 | 189 | 8 | 189
COc1ccc2c(C)cc(SCC(=O)Nc3c(C)n(C)n(-c4ccccc4)c3=O)nc2c1 | 4% | -42% | -8 | 60 | 68 | -12 | 175 | 12 | 175
COc1ccc(OC)c(-n2nnnc2SCC(=O)Nc2nc(C)c(C)s2)c1 | 4% | 11% | 0 | 20 | 20 | -6 | 128 | 5 | 128
O=C(Nc1cnn(Cc2ccc(Cl)cc2)c1)c1ccc([N+](=O)[O-])cc1 | 7% | -3% | . | . | . | 2 | 119 | -2 | 119
Cc1ccc(-c2nnc3ccc(SCC(=O)N4CCc5ccccc54)nn23)cc1 | -13% | 14% | -10 | 32 | 42 | -21 | 175 | 21 | 175
Cc1cccc(N2CSC3=C(C#N)C(c4ccc(C)o4)CC(=O)N3C2)c1 (stereo not drawn) | -86% | -72% | -108 | 97 | 205 | 6 | 129 | -6 | 129
CCCCCc1c(C)nc(N2CCc3ccccc3C2)[nH]c1=O | 2% | 3% | -7 | 73 | 80 | -6 | 131 | 6 | 131
O=C(NCCc1cccs1)C1CC(c2c(Cl)cccc2Cl)=NO1 (stereo not drawn) | -2% | 18% | . | . | . | 4 | 138 | -3 | 138
CN1CCN(c2ccc([N+](=O)[O-])cc2NC(=O)c2ccccc2Cl)CC1 | -5% | 0% | . | . | . | -10 | 171 | 10 | 171

A draw from above in order of count of non-hydrogen atoms, smallest number first.
SMILES | Bcl-B displacement | PLAP inhibitors HTS | MRP reversal | MRP reversal cytotoxicity | MRP reversal with doxorubicin | IL1B NFkB inh | IL1B NFkB inh cell count 2 µM | NFkB transloc pot | NFkB transloc pot cell count 2 µM
Cn1c(/N=C/c2c[nH]c3ccccc23)nc2ccccc21 | -3% | 27% | -28 | 63 | 92 | -7 | 155 | 7 | 155
CCCCCc1c(C)nc(N2CCc3ccccc3C2)[nH]c1=O | 2% | 3% | -7 | 73 | 80 | -6 | 131 | 6 | 131
COc1ccc(C2C(C#N)=C(N)Oc3cc4c(cc32)OCO4)cc1 (stereo not drawn) | 5% | 4% | -22 | 41 | 63 | -21 | 114 | 21 | 114

Returning to the listing, repeating the three entries before the break.
SMILES | Bcl-B displacement | PLAP inhibitors HTS | MRP reversal | MRP reversal cytotoxicity | MRP reversal with doxorubicin | IL1B NFkB inh | IL1B NFkB inh cell count 2 µM | NFkB transloc pot | NFkB transloc pot cell count 2 µM
CCCCCc1c(C)nc(N2CCc3ccccc3C2)[nH]c1=O | 2% | 3% | -7 | 73 | 80 | -6 | 131 | 6 | 131
O=C(NCCc1cccs1)C1CC(c2c(Cl)cccc2Cl)=NO1 (stereo not drawn) | -2% | 18% | . | . | . | 4 | 138 | -3 | 138
CN1CCN(c2ccc([N+](=O)[O-])cc2NC(=O)c2ccccc2Cl)CC1 | -5% | 0% | . | . | . | -10 | 171 | 10 | 171
Cc1ccc(-c2nc3cc(NC(=O)C(C)C)ccc3o2)cc1 | 1% | -152% | -6 | 90 | 96 | 4 | 153 | -4 | 153
COc1nc(OC)nc(N2CCC(C(=O)NCc3ccco3)CC2)n1 | -9% | 8% | 22 | 93 | 71 | . | . | . | .
CCn1c2ccccc2c2cc(/C=N/n3cn[nH]c3=S)ccc21 | 10% | -18% | -15 | 15 | 30 | 15 | 198 | -15 | 198
CC(c1ccccc1)N1CCn2c(nc3cc(NC(=O)NC4CCCCC4)ccc32)C1 (stereo not drawn) | 2% | -193% | -2 | 50 | 53 | -8 | 157 | 8 | 157
Cc1cc(C)nc(N/N=C/c2ccco2)n1 | 1% | 14% | -7 | 94 | 101 | 2 | 157 | -12 | 66
COCCn1cc(C(=S)N2CCOCC2)c2ccccc21 | 15% | -5% | 11 | 98 | 87 | -15 | 161 | 15 | 161
O=C(NCCc1ccncc1)C(F)(F)F | -8% | 12% | 2 | 109 | 107 | 72* | 155* | -72 | 155
COc1cc(NC(=O)CSc2nc(C)cs2)cc(OC)c1 | -5% | 0% | . | . | . | -4 | 112 | 4 | 112
CC(C)(C)C(=O)Nc1cccc(-c2nc3ccccc3[nH]2)c1 | 10% | 18% | -9 | 74 | 83 | 9 | 54 | -9 | 54
CCOc1ccc(-c2nc(CSc3nnc(N)s3)cs2)cc1 | 11% | 9% | . | . | . | -23 | 151 | 23 | 151
COc1ccc(CCNC(=O)C(=O)NCC2CCCO2)cc1 (stereo not drawn) | . | . | 2 | 98 | 96 | 9 | 113 | -9 | 113
CCN1CC2=C(OC(N)=C(C#N)C2c2ccccc2)/C(=C\c2ccccc2)C1 (stereo not drawn) | 14% | -65% | 14 | 63 | 49 | 18 | 96 | -18 | 96
CCn1c(SCC(=O)Nc2ccccc2C(=O)OC)nc2c1c(=O)n(C)c(=O)n2C | -12% | 7% | -30 | 47 | 77 | . | . | . | .
COc1ccc(/C=N/n2c(N)nc3ccccc32)cc1OC | -2% | -54% | -2 | 78 | 81 | 1 | 103 | -1 | 103
Cc1cccc(OCC(=O)O/N=C(\N)Cc2cccs2)c1 | -2% | . | . | . | . | 4 | 116 | -4 | 116

Single values from the entries so far:
CC(C)(C)C(=O)Nc1cccc(-c2nc3ccccc3[nH]2)c1 @ IL1B NFkB inh cell count 2 µM = 54
Cc1cccc(OCC(=O)O/N=C(\N)Cc2cccs2)c1 @ IL1B NFkB inh cell count 2 µM = 116

Carrying on:
SMILES | Bcl-B displacement | PLAP inhibitors HTS | MRP reversal | MRP reversal cytotoxicity | MRP reversal with doxorubicin | IL1B NFkB inh | IL1B NFkB inh cell count 2 µM | NFkB transloc pot | NFkB transloc pot cell count 2 µM
Nc1c(C(=O)Nc2ccc(Br)cc2)sc2nc(-c3ccco3)ccc12 | -115% | -26% | . | . | . | -11 | 187 | 11 | 187
CCN(CC)CCn1nc(C)nc1-c1ccccc1O | -11% | -131% | 0 | 100 | 101 | 0 | 185 | 0 | 185
CCN(C(=O)c1cc(Cl)ccc1OC)c1ccccc1C | . | . | 37 | 107 | 70 | -13 | 123 | 13 | 123
COc1ccc(-c2cc(-c3c(O)c(OC)c4occc4c3OC)[nH]n2)cc1 | 7% | -129% | -8 | 40 | 49 | -5 | 169 | 5 | 169
c1cncc(-c2noc(-c3cccc4ccccc34)n2)c1 | 1% | 5% | 0 | 72 | 73 | -20 | 88 | 20 | 88
Cc1ccc(-c2cc(C(F)F)n3ncc(C(=O)N4CCN(c5cccc(C)c5C)CC4)c3n2)cc1 | -5% | -28% | -16 | 81 | 97 | 0 | 195 | 0 | 195
CCn1cc(/C=N/NS(=O)(=O)c2ccc(OC)cc2)c(C)n1 | -12% | -11% | . | . | . | 0 | 144 | 0 | 144
CCOc1ccc(N(CC(=O)O)S(=O)(=O)c2cccnc2)cc1 | -6% | 7% | -13 | 103 | 115 | -1 | 65 | 1 | 65
CC(C)(C)c1ccc(C(=O)NNC(=O)Cc2cccc3ccccc23)cc1 | 9% | -8% | 47 | 88 | 41 | -3 | 162 | 3 | 162
O=C(CCOc1ccccc1)NCC(c1ccco1)N1CCCCC1 (stereo not drawn) | -4% | -59% | 12 | 93 | 81 | 6 | 108 | -6 | 108
O=C(Nc1nc(-c2cccs2)cs1)c1ccc(S(=O)(=O)N2CCCCC2)cc1 | -5% | -9% | -5 | 78 | 83 | 9 | 168 | -9 | 168
O=c1cc(N2CCN(Cc3ccccc3)CC2)c(-c2ccccc2)n[nH]1 | 0% | -4% | . | . | . | 3 | 164 | -3 | 164
CCCCn1c(=O)n(CC(O)c2ccccc2)c(=O)c2c1ncn2C1CCCC1 (stereo not drawn) | -9% | -41% | 14 | 45 | 31 | 1 | 95 | -1 | 95
CC(=O)c1cccc(NC(=O)C2C3C=CC(C4CC34)C2C(=O)O)c1 (stereo not drawn) | 2% | 0% | 1 | 97 | 96 | 0 | 181 | 0 | 181
CC1CCCN(Cc2nc3c(c(=O)n(C)c(=O)n3C)n2CCc2ccccc2)C1 (stereo not drawn) | 2% | -38% | 1 | 75 | 74 | -14 | 106 | 14 | 106
COc1ccc(NC(=O)C2CCCCN2S(=O)(=O)c2ccc(F)cc2)c(OC)c1 (stereo not drawn) | -5% | 2% | 3 | 88 | 84 | -4 | 108 | 4 | 108
Cc1noc(NS(=O)(=O)c2ccc(NC(=O)CSc3nc4c(cc3C#N)CCCCC4)cc2)c1C | 2% | -42% | 4 | 99 | 95 | 1 | 179 | -1 | 179
c1ccc(CCn2nnnc2CN2CCN(C3CCCC3)CC2)cc1 | 0% | -42% | 6 | 94 | 87 | 4 | 132 | -4 | 132
COc1ccc(-c2oc3ncn4nc(Cc5ccccc5)nc4c3c2-c2ccc(OC)cc2)cc1 | 9% | 16% | 18 | 85 | 67 | -35 | 115 | 35 | 115
CCOC(=O)Cn1cc([N+](=O)[O-])c(OC)n1 | -70% | -20% | . | . | . | 0 | 143 | 0 | 143
CCOC(=O)N1CCN(c2c(NCCCN(CC)Cc3ccccc3)c(=O)c2=O)CC1 | -5% | -27% | 5 | 88 | 84 | -1 | 124 | 1 | 124
CCc1noc(C)c1C(=O)N1CCCC1 | 2% | 5% | -1 | 93 | 93 | -3 | 128 | 3 | 128
CCCN1Cc2cccc(C(=O)NCc3ccccc3)c2C1=O | -1% | 10% | -11 | 70 | 81 | . | . | . | .
C=CCSc1nnc2n(CCc3ccccc3)c(=O)c3c4c(sc3n12)COC(C)(C)C4 | -15% | -13% | 44 | 82 | 38 | -6 | 88 | 6 | 88
N#C/C(=C/c1ccc(N2CCOCC2)o1)c1ccc(Br)cc1 | -277% | -15% | . | . | . | 2 | 182 | -2 | 182
NC(=O)C1(N2CCCCC2)CCN(C(=O)CSc2nc3ccccc3s2)CC1 | -4% | -45% | -2 | 75 | 77 | -6 | 123 | 6 | 123
CC(=O)Nc1ccc2ccc3cccc4ccc1c2c34 | . | . | 8 | 97 | 89 | -2 | 104 | 2 | 104
CNc1nc(CCN2C(=O)c3ccccc3C2=O)cs1 | 6% | -7% | . | . | . | -1 | 119 | 1 | 119
c1ccc(CCn2c(C3CC3)nc3ccccc32)cc1 | -12% | -8% | -4 | 71 | 75 | -22 | 161 | 22 | 161
Nc1cc2c([N+](=O)[O-])cccc2o1 | -173% | 24% | 7 | 72 | 66 | -5 | 137 | 5 | 137

Entries of single compounds as entered above. Order of screens: Bcl-B displacement, PLAP inhibitors HTS, MRP reversal, MRP reversal cytotoxicity, MRP reversal with doxorubicin, IL1B NFkB inh, IL1B NFkB inh cell count 2 µM, NFkB transloc pot, NFkB transloc pot cell count 2 µM
CNc1nc(CCN2C(=O)c3ccccc3C2=O)cs1 reads 6%, -7%, ., ., ., -1, 119, 1, 119
c1ccc(CCn2nnnc2CN2CCN(C3CCCC3)CC2)cc1 reads 0%, -42%, 6, 94, 87, 4, 132, -4, 132

These rows are one share of the data. The share of hits here may be higher or lower than overall.
